Compound activity (PubChem BioAssay)
Tau fluor cs: counter-screen for tau fibril formation inhibitors; tau K18 P301L (four-repeat tau fragment) Alexa594 fluorescence, heparin fibrillization; Potency, µM (top dose mostly 57.7 µM), without a hit: at the top dose activity change, negative = decrease; AID 1463; 0.93% of 280,000 active; further: on the % scale 0 is the no-effect control and ±100 the full control effect; nearly all actives have a fitted effect of over 55% in size
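Human K18 P301L tau (15 uM unlabeled plus 0.24 uM Alexa 594-labeled, final) in 100 mM sodium acetate pH 7 was mixed with compound and 20 uM heparin and incubated 6 hr at 37 C.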
aGal spleen mod: inhibits or activates alpha-galactosidase in human spleen homogenate; AID 2107; Potency, µM (highest dose often 80 µM), without a hit: at the highest dose activity change, negative = inhibition, hits mostly inhibitors; 0.008% of 240,000 active; P06280; human spleen homogenate, 4MU-alpha-Gal fluorescence, 40 min;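 further: 0% = enzyme with vehicle and -100% = no enzyme basal signal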
Target sequence (P06280 32-429 limits assumed): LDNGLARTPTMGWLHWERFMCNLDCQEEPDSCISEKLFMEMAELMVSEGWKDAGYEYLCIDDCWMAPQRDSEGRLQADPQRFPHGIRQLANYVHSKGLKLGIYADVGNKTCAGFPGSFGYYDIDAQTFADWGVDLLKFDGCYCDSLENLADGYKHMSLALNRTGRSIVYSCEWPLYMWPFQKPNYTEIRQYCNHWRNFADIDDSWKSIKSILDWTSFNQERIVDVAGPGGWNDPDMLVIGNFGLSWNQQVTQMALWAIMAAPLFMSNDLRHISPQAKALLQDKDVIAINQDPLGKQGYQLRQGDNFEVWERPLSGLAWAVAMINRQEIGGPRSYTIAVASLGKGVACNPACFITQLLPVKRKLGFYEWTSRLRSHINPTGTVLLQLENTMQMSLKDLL
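Spleen homogenate 1 ug + cpd (titration) + 4-MU-alpha-D-galactopyranoside 1 mM; 37C 40 min; 50 mM citrate/phosphate pH 5.0, 0.01% Tween-20; stop pH 10; fluorescence 365/440; AC50 via Hill.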
GAA spleen mod: inhibitors or activators of human alpha-glucosidase in spleen homogenate; AID 2112; 0.006% of 240,000 active; P10253; Potency, µM (series often up to 79.9 µM), for the others: top-dose activity change, negative = inhibition, actives largely listed as inhibitors; human spleen homogenate, 4-MU-alpha-glucoside fluorescence;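 further: 0% = enzyme with vehicle and -100% = no enzyme basal signal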
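Enzyme source: human spleen homogenate, 1 ug/well. Buffer 50 mM citric acid/K phosphate pH 5.0, 0.01% Tween-20. 4-MU-alpha-glucoside 1 mM; 37 C x 40 min; NaOH/glycine stop; fluorescence.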
Epigenetic reg: epigenetic control regulation, reporter derepression; AID 1865; murine LDR cells, GFP reporter derepression, 30 h; Potency, µM (series often up to 53.9 µM), inactives show at the highest dose GFP activation, hits mostly activators; 0.2% of 280,000 active; further: % of control where 0% means no effect; nearly all actives have a fitted effect of over 60% in size
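In this reporter-derepression format, murine cells bearing a silenced integrated CMV-GFP locus incubate with test compound (30 h, 37 C), then are washed and imaged; fluorescent objects of 20–120 um count as induced cells.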
GAA inhib: inhibitors of human lysosomal alpha-glucosidase | P10253 | purified human GAA, 4-MU-alpha-glucoside fluorescence | Potency, µM (series often up to 76.9 µM), without a hit: at the highest dose activity change, negative = inhibition, most hits filed as inhibitors | 0.005% of 200,000 active | AID 1466;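 further: plate controls were uninhibited enzyme wells for no effect and no-enzyme background for full effect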
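Human alpha-glucosidase, 4 nM, pre-mixed with test compounds before 400 uM 4-methylumbelliferyl substrate; 20 min room temperature at pH 5.0. Fluorescence read after pH 10 stop; AC50 values from Hill-equation fits.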
GAA glycogen mod: alters human alpha-glucosidase cleavage of glycogen | recombinant GAA, glycogen substrate, Amplex Red glucose oxidase fluorescence | Potency, µM (series often up to 76.4 µM), for the others: at the top dose activity change, negative = inhibition, hits mostly inhibitors | 0.38% of 300,000 active | AID 2100;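 further: 0% = full enzyme reaction and -100% = no-enzyme basal signal; the screen sought inhibitors and activators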
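Recombinant human enzyme (4 nM); glycogen substrate; 37 C, 40 min, pH 5.0. Readout: coupled glucose oxidase/Amplex Red fluorescence.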
ALDH1A1 inh: ALDH1A1 (human) enzyme inhibition. P00352. Purified ALDH1A1, NADH fluorescence, propionaldehyde substrate. Potency, µM (top dose mostly 75.3 µM), inactives show top-dose activity, negative = inhibition, hits mostly inhibitors. 7.3% of 220,000 active. AID 1030; active means well fitted inhibition curve with a large enough effect, not every such curve was filed as active; inconclusive means small, poorly fitted or top-dose-only effect, or another doubt; inactive means no such curve, though single readings can be large or run the other way;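 further: plate controls were no enzyme wells and a reference inhibitor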
Target sequence (P00352 whole entry, looked up): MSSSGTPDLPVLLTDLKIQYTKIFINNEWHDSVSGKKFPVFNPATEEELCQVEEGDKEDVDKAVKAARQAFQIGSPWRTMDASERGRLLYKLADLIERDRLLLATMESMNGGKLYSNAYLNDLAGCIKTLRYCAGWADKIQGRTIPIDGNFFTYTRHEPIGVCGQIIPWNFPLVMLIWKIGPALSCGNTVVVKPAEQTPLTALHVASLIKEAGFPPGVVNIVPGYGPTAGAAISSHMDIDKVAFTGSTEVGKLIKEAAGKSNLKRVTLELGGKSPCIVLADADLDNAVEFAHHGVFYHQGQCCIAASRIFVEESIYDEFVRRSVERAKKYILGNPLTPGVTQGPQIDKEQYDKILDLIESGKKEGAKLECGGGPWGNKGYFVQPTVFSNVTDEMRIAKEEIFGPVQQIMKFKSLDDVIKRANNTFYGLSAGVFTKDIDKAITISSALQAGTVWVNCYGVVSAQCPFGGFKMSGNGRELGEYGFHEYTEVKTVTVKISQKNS
NPSR antag: neuropeptide S receptor (human) antagonism, cAMP; 1% of 220,000 active; CHO-NPSR cells, cAMP TR-FRET, antagonist mode; AID 1461; Q6W5P4; Potency, µM (top dose mostly 38.3 µM), for the others: top-dose activity change, negative = inhibition, usual class: inhibitors; further: on the % scale 0 is the no-effect control and ±100 the full control effect; nearly all actives have a fitted effect of over 50% in size; many of its hits are not listed in these tables
* hit, by the source's call; ? = inconclusive; . = not tested or not shown; & = joins results of further samples; [ ] = remark or other dose. Unless noted, the call rests on the fitted dose curve; in most records, active means well fitted curve in the direction sought with a large enough effect; inconclusive means small, poorly fitted or top-dose-only effect, or another doubt; inactive means no such curve, though single readings can be large; an effect the other way counts as inactive or inconclusive. Potency means the concentration at half of the fitted maximal effect.

compound	Tau fluor cs	aGal spleen mod	GAA spleen mod	Epigenetic reg	GAA inhib	GAA glycogen mod	ALDH1A1 inh	NPSR antag
Cc1cc(C(F)(F)F)c(C#N)c(SCC(=O)NC(C)(C)C)n1	1%	-2%	-8%	1.2%	-12%	3%	-2%	-9%[46.1 µM]
CC1(C)CCCC(C)(C)N1CC(O)COCCOc1ccc(Br)cc1 (configuration not stated)	6%	9%	1%	0.0%	2%	16%	11%	33%
CCCn1c(=O)c(C(=O)Nc2ccccc2C(=O)OC)c(O)c2ccccc21	-19%	3%	-11%	-8.7%	-9%	-4%	?	0%[46.1 µM]
COc1ccccc1Cn1c(=O)c2ccccc2n2c(Sc3ncnc4sccc34)nnc12	-18%	-3%	-1%	-1.0%	-2%	3%	?	-23%[46.1 µM]
COC(=O)N/N=C/c1cn(Cc2ccc(Cl)cc2Cl)c2ccccc12	?	0%	-1%	-1.9%	?	-1%	3%	-34%
O=C(c1cccn2c(=O)c3cc4ccccc4cc3nc12)N1CCN(c2ccccc2)CC1	-5%	-3%	-1%	15%	10%	10%	?	5%[46.1 µM]
Brc1ccc(-c2nn3c(-c4ccccn4)nnc3s2)o1	-4%	1%	4%	0.0%	1%	-1%	?	-12%[46.1 µM]
C(=C\c1ccccc1)/C=N/Nc1nc(N2CCOCC2)nc(N2CCOCC2)n1	-5%	1%	5%	-0.2%	-4%	1%	9%	-6%[46.1 µM]
CC1CCN(CC(=O)Nc2ccccc2-c2ccccc2)CC1	2%	10%	10%	-0.8%	-2%	-6%	?	2%[46.1 µM]
[O-][n+]1onc2c1CCC1N(O)C(c3ccccc3)CC21O (configuration not stated)	4%	-9%	-2%	1.2%	1%	28µM*	-7%	-5%[46.1 µM]
O=C(NC1CCC(NC(=O)C(F)(F)C(F)F)CC1)C(F)(F)C(F)F (configuration not stated)	5%	-4%	5%	0.0%	-10%	-10%	12%	-3%[46.1 µM]
CN(/C=C/C(=C\C=[N+](C)c1ccccc1)OCCCS(=O)(=O)[O-])c1ccccc1	-11%	4%	-5%	14%	5%	-7%	32µM*	16%

Not a retest: entries from further up.
compound	Tau fluor cs	aGal spleen mod	GAA spleen mod	Epigenetic reg	GAA inhib	GAA glycogen mod	ALDH1A1 inh	NPSR antag
C(=C\c1ccccc1)/C=N/Nc1nc(N2CCOCC2)nc(N2CCOCC2)n1	-5%	1%	5%	-0.2%	-4%	1%	9%	-6%[46.1 µM]
CC1CCN(CC(=O)Nc2ccccc2-c2ccccc2)CC1	2%	10%	10%	-0.8%	-2%	-6%	?	2%[46.1 µM]
[O-][n+]1onc2c1CCC1N(O)C(c3ccccc3)CC21O (configuration not stated)	4%	-9%	-2%	1.2%	1%	28µM*	-7%	-5%[46.1 µM]
O=C(NC1CCC(NC(=O)C(F)(F)C(F)F)CC1)C(F)(F)C(F)F (configuration not stated)	5%	-4%	5%	0.0%	-10%	-10%	12%	-3%[46.1 µM]
CN(/C=C/C(=C\C=[N+](C)c1ccccc1)OCCCS(=O)(=O)[O-])c1ccccc1	-11%	4%	-5%	14%	5%	-7%	32µM*	16%

Additional records follow:
compound	Tau fluor cs	aGal spleen mod	GAA spleen mod	Epigenetic reg	GAA inhib	GAA glycogen mod	ALDH1A1 inh	NPSR antag
Cc1ccc2nc(NC(=O)c3ccc4c(c3)OCO4)sc2c1	-8%	-9%	-6%	-1.1%	0%	0%	?	-6%[46.1 µM]
NS(=O)(=O)c1ccc(CCNC(=O)COC(=O)/C=C/c2ccccc2Cl)cc1	2%	-4%	-3%	1.1%	-4%	-4%	?	-4%
Cc1ccccc1CN(C)C(C)C(=O)Nc1ccccc1F (configuration not stated)	-9%	-5%	.	-0.1%	-10%	3%	-8%	-51%
Cc1nc2ccc(-n3ccc(=O)cc3)cc2s1	6%	-15%	-1%	-0.3%	-4%	-12%	6%	6%[46.1 µM]
O=C(N/N=C/c1ccccc1F)c1csc2c1CCCC2	-20%	-12%	-16%	0.0%	3%	-10%	?	-24%[46.1 µM]
COc1cc(C2CC(=O)Oc3ccc(O)cc32)cc(OC)c1OC (configuration not stated)	-18%[81.3 µM]	6%[119 µM]	2%[119 µM]	-3.4%	.	.	?	.
O=C(CC(SCCO)c1ccc2c(c1)OCO2)c1ccco1 (configuration not stated)	-5%	-1%	-19%	2.7%	-1%	-2%	?	-2%[46.1 µM]
C=C(C)CC(NCc1ccco1)c1ccc(OC)cc1 (configuration not stated)	-10%	4%	7%	-1.1%	7%	5%	?	-7%[46.1 µM]
CCOC(=O)CNC(=O)CSc1nnc(-c2ccco2)n1N	-1%	-4%	-9%	0.0%	-11%	-12%	-6%	15%[46.1 µM]
O=[N+]([O-])c1ccc(F)cc1Oc1nc(-c2cccnc2)nc2ccccc12	?	-4%	0%	-0.2%	2%	0%	?	-24%
CC1Oc2ccccc2N(Cc2ccccc2F)C1=O (configuration not stated)	-7%	-7%	1%	0.2%	-2%	6%	5%	6%[7.67 µM]
O=C(CN1C(=O)c2ccccc2C1=O)Nc1ccc(Cl)cn1	-5%	1%	-3%	2.3%	5%	1%	1%	-8%

(list continues)
SMILES	Tau fluor cs	aGal spleen mod	GAA spleen mod	Epigenetic reg	GAA inhib	GAA glycogen mod	ALDH1A1 inh	NPSR antag
CCOC(=O)CNC(=O)O[C@@H]1C(=O)c2ccc(OC)cc2O[C@H]1c1ccc2c(c1)OCO2	-25%	-9%	2%	0.0%	.	.	2%	.
O=C(Nc1cccc(Cl)c1)Nc1cccc(Cl)c1	-22%	-7%	-15%	-1.2%	-17%	5%	?	-12%[46.1 µM]
O=C(NCc1ccccn1)c1cc2cc(Br)ccc2oc1=O	9%	0%	-15%	0.0%	-12%	-1%	1%	-5%[46.1 µM]
O=C(NCc1cccnc1)c1cc(Sc2ccccc2Cl)nc2ccccc12	-16%	-1%	3%	1.0%	-10%	7%	7.9µM*	-4%
CN1CCN(c2nc(N3CCN(c4ccccc4)CC3)ncc2F)CC1	-13%	2%	-8%	0.0%	2%	-20%	9%	-9%[46.1 µM]
CCC(C)Nc1nc2c(c(=O)n(C)c(=O)n2C)n1Cc1ccc(F)cc1 (configuration not stated)	-12%	-8%	-6%	-1.1%	-6%	-5%	6%	-12%[46.1 µM]
CC(C)Oc1ccc(/C=C/C(=O)NCC2COc3ccccc3O2)cc1 (configuration not stated)	-28%	2%	3%	-0.3%	.	0%	.	5%[7.67 µM]
COc1cc(Br)c(CCNC(=O)Cc2ccccc2)cc1OC	-5%	1%	-5%	0.0%	-3%	-4%	-3%	6%

(cont.)
SMILES	Tau fluor cs	aGal spleen mod	GAA spleen mod	Epigenetic reg	GAA inhib	GAA glycogen mod	ALDH1A1 inh	NPSR antag
CC(C)OC(=O)Nc1ccc(Oc2c(F)c(F)c(F)c(F)c2F)cc1	4%	-22%	-15%	1.1%	-4%	4%	6%	-7%[46.1 µM]
C[C@@H](C(=O)Nc1ccc2ccccc2c1)[C@H]1C[C@]1(C)[C@H](NC(=O)c1cccnc1)c1ccccc1	-28%&-27%	-5%&0%	-4%&1%	-0.4%&5.2%	?	0%	11µM*	-20%
CC(C)NC(=O)c1ccc(COCC(F)(F)C(F)F)cc1	-2%	-2%	-5%	6.4%	-9%	3%	3%	-5%[46.1 µM]
Cc1ccc(S(=O)(=O)NCCC(=O)Nc2ccc(Cl)c(Cl)c2)cc1C	?	-4%	-3%	0.0%	-12%	-15%	?	-8%[46.1 µM]
CC(=O)c1cccc(NC(=O)c2ccco2)c1	1%	6%	0%	-1.3%	-9%	-7%	-1%	-12%[46.1 µM]
CCOc1cccc(/C(O)=C2/C(=O)C(=O)N(Cc3ccco3)C2c2ccncc2)c1 (configuration not stated)	-2%	-4%	-11%	-1.1%	-13%	-5%	-13%	-11%[46.1 µM]
COc1cc(NC(=O)C/C(C)=N/NC(=O)Cc2ccc(Cl)cc2)c(OC)cc1Cl	-21%	0%	2%	1.1%	-5%	7%	-4%	6%
COc1ccc(C(OC(=O)c2cccs2)C(=O)NCC2CCCO2)cc1 (configuration not stated)	-13%	-6%	-2%	-6.3%	1%	3%	?	7%[46.1 µM]

In the list so far, three have a thiophene ring, fused or not:
SMILES	Tau fluor cs	aGal spleen mod	GAA spleen mod	Epigenetic reg	GAA inhib	GAA glycogen mod	ALDH1A1 inh	NPSR antag
COc1ccccc1Cn1c(=O)c2ccccc2n2c(Sc3ncnc4sccc34)nnc12	-18%	-3%	-1%	-1.0%	-2%	3%	?	-23%[46.1 µM]
O=C(N/N=C/c1ccccc1F)c1csc2c1CCCC2	-20%	-12%	-16%	0.0%	3%	-10%	?	-24%[46.1 µM]
COc1ccc(C(OC(=O)c2cccs2)C(=O)NCC2CCCO2)cc1 (configuration not stated)	-13%	-6%	-2%	-6.3%	1%	3%	?	7%[46.1 µM]

The results go on.
SMILES	Tau fluor cs	aGal spleen mod	GAA spleen mod	Epigenetic reg	GAA inhib	GAA glycogen mod	ALDH1A1 inh	NPSR antag
COCCN(C(=S)Nc1ccc(C)c(C)c1)C(C)c1ccco1 (configuration not stated)	-25%	9%	-1%	1.7%	-2%	-9%	-2%	?
CCOc1ccc(Nc2nc(N)c([N+](=O)[O-])c(NCc3ccccc3)n2)cc1	14µM*[quencher]	-13%	-6%	4.1%	-3%[15.4 µM]	4%	-8%	9%
Nc1nnc(SCC(=O)N2CCN(c3ccccc3)CC2)s1	6%	10%	5%	-10.0%	0%	-6%	9%	1%[46.1 µM]
CCN(CC)C(=O)c1sc2c(c1C)c(=O)n(-c1ccc(OC)cc1OC)c(=O)n2CC(=O)c1ccccc1	-6%	-7%	-3%	-2.6%	?	-12%	13%	-35%

This is a subset. The share of hits here may be higher or lower than overall.
